Screening data from PubChem BioAssay.
APJ ag: agonists of human apelin receptor APJ, primary screen, CHO-K1 cells, PathHunter beta-arrestin, luminescence | AID 2520, 2010 | actives 0.11% (n = 330,000) | P35414 | 0% DMSO wells, 100% apelin | activation, % at 20 µM;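 active = activation more than six SD over the plate average, tested at 20 µM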;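 note: 0% = DMSO alone and 100% = apelin-13 at 10 nM; some results filed as inactive read as strong as hits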
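Test system: CHO-K1 APJ beta-arrestin complementation cell line. Amount: cell density 1000 per well. Controls: DMSO negative, 10 nM Apelin-13 positive. Signal: luminescent beta-gal fragment complementation, chemiluminescent substrate. Read-out basis: agonist-driven arrestin binding to APJ. Timing: compound stimulation 90 min at 25 °C, detection 60 min.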
CHOP UPR activ: activators of apoptotic CHOP UPR arm, primary screen, cell-based, CHO-CHOP luciferase reporter, luminescence, uHTS | UPR activation; percent of tunicamycin response over DMSO baseline | AID 449763, 2010 | actives 0.34% (n = 330,000) | activation, % at 10 µM;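 active = at 10 µM dose, activation of 40% or more, normalized to positive control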;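 note: 100% = tunicamycin at 10 µg/mL and 0% = DMSO alone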
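Dosing – one dose, 10 µM in 0.5% DMSO · System – CHO-CHOP cells, stable luciferase reporter of PERK-eIF2a-CHOP signalling · Input – 500 cells/well · Control set – tunicamycin 10 µg/mL final as positive, DMSO-only wells as negative · Timing – 6 h compound treatment, 37 °C · Measure – % activation vs tunicamycin · Technique – luminescence read with Steady-Glo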
APJ antag: antagonists of human apelin receptor APJ, primary screen, CHO-K1 cells, beta-arrestin complementation, luminescence; inhibition, % at 20 µM; actives 0.32% (n = 330,000); AID 2521, 2010;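 active = inhibition above about 40% at 20 µM, limit read from the data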;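 note: cells challenged with 10 nM apelin-13 agonist together with compound; plate controls were apelin-13 plus DMSO wells for no effect and DMSO wells lacking apelin-13 for full effect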
tim10-1 inh: growth inhibitors of tim10-1 mutant yeast, primary screen, luminescence, uHTS | S. cerevisiae tim10-1 ts strain growth, BacTiter-Glo, 24 h | inhibition, % at 20 µM | actives 2.2% (n = 330,000);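 active = inhibition of at least 40%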;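 note: mutant grown at 25 °C; 0% = DMSO wells with yeast and 100% = wells holding no yeast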
TIM10 inh: growth inhibitors of isogenic TIM10 control yeast, primary screen, counter-screen for tim10-1 yeast inhibitor project, luminescence, uHTS; S. cerevisiae TIM10 strain growth, BacTiter-Glo luminescence, 24 h; inhibition, % at 10 µM; actives 1.4% (n = 330,000); AID 463195, 2010;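 active = inhibition of 40% or more at the single tested concentration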;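 note: wild-type TIM10 isogenic control strain grown at permissive 25 °C; 0% = DMSO yeast wells and 100% = minimal medium wells without yeast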
tim23-1 inh: growth inhibitors of tim23-1 mutant yeast, primary screen, luminescence, uHTS. inhibition, % at 20 µM. S. cerevisiae tim23-1 growth, BacTiter-Glo luminescence, 24 h. AID 463212, 2010. actives 1.3% (n = 330,000);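 active = growth inhibition of the mutant yeast at or above 50%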;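 note: temperature-sensitive mutant grown at 25 °C; plate controls were DMSO-treated mutant yeast for no effect and medium wells lacking yeast for full effect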
CXCR6 block: CXCR6 receptor inhibitors, primary screen, cell-based, beta-arrestin, luminescence, CHO-K1 PathHunter, 1536-well; C-X-C chemokine receptor type 6 (Homo sapiens), O00574; inhibition, % at 20 µM; actives 0.36% (n = 360,000); AID 602244, 2012; in the data active = inhibition above about 34%, passing the limit was not always enough;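 note: antagonist mode with CXCL16 agonist at 10 nM final; 0% = 10 nM CXCL16 with DMSO and 100% = unstimulated wells without agonist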
UPR XBP1 act: activators of adaptive XBP1 UPR arm, primary screen, cell-based, CHO-XBP1 luciferase reporter, luminescence, uHTS | IRE1-XBP1 UPR activation; percent of tunicamycin response, DMSO as zero | activation, % at 20 µM | actives 0.33% (n = 330,000) | AID 463104, 2010;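 active = versus positive control, 20 µM dose yields 30% or more activation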;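 note: 100% = tunicamycin at 10 µg/mL and 0% = DMSO only wells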
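assay system = CHO-XBP1 luciferase reporter cells | amount = 1000 cells/well | buffer or medium = F12 plus 10% FBS | compound dosing = single point, 20 µM final compound, 1% DMSO | incubation = 16-18 h cell attachment at 37 °C, then 6 h compound exposure | detection = Steady-Glo luminescence read | controls = tunicamycin 10 µg/mL and vehicle-only wells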
Mdm2 MdmX PPI: inhibitors of human Mdm2-MdmX association, primary screen, cell-based, luminescence, split luciferase, SaOS-2, uHTS. actives 3% (n = 330,000). SaOS-2 split-luciferase Mdm2/MdmX complementation. AID 485346, 2010. inhibition, % at 8 µM;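 active = inhibition of at least 50% at 8 µM in the primary screen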
Target sequence (O15151 whole entry, looked up): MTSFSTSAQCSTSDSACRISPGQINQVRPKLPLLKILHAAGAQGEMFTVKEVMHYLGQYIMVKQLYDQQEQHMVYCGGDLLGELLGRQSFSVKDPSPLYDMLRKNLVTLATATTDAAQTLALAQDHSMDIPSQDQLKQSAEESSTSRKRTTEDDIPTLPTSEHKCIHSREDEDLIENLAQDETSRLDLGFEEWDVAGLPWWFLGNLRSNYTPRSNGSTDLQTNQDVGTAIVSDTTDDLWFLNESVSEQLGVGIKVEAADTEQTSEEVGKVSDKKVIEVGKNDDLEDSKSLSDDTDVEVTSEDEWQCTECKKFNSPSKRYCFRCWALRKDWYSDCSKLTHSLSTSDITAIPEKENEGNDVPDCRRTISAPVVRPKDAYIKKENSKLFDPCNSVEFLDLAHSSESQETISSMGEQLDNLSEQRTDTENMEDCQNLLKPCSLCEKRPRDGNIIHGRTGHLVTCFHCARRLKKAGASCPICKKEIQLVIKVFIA
Target sequence (Q00987 whole entry, looked up): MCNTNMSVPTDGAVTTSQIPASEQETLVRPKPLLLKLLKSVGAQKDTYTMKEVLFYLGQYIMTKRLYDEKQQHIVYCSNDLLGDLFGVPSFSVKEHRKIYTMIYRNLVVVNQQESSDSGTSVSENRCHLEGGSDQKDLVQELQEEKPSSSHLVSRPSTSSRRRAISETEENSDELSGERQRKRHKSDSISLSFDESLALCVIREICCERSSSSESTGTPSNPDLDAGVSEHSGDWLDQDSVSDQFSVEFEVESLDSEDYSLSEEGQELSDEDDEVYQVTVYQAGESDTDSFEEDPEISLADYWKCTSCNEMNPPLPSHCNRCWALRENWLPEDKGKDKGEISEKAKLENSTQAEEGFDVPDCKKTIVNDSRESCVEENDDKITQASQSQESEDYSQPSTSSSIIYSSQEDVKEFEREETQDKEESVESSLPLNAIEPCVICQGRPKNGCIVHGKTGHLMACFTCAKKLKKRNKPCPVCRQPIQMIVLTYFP
* marks the source's active call; other numbers are inactive results.

O=c1c(Cc2ccc(Cl)cc2Cl)c(O)ccn1Cc1ccc(Cl)cc1 was read as APJ ag -0.2, CHOP UPR activ -1.1, APJ antag -8.0, tim10-1 inh 11.2, TIM10 inh 9.6, tim23-1 inh 32.6, CXCR6 block 0.9, UPR XBP1 act -3.3 and Mdm2 MdmX PPI -23.0.
For CCCCC(=O)Nc1ccc(C(=O)Nc2ccc3c(c2)OCO3)cc1 the results were APJ ag 0.7, CHOP UPR activ -0.6, APJ antag 1.4, tim10-1 inh -28.4, TIM10 inh -26.1, tim23-1 inh -7.4, CXCR6 block -0.6, UPR XBP1 act -4.3 and Mdm2 MdmX PPI 17.2.
`COc1ccc(Cc2nc3ccc(C(=O)NC(C)c4cnn(C)c4)cc3o2)cc1` (stereo unspecified) gave APJ ag -2.2, CHOP UPR activ 0.5, APJ antag -9.1, tim10-1 inh -5.9, TIM10 inh 2.3, tim23-1 inh 4.7, CXCR6 block 3.7, UPR XBP1 act -4.0 and Mdm2 MdmX PPI 24.5.
Cc1cc(C(=O)OCC(=O)N2CCOCC2)ccc1[N+](=O)[O-] was read as APJ ag -3.3, CHOP UPR activ 2.1, APJ antag -5.1, tim10-1 inh -7.7, TIM10 inh -3.5, tim23-1 inh -4.3, CXCR6 block -8.9, UPR XBP1 act 2.6 and Mdm2 MdmX PPI -13.4.
O=C(COc1ccc(F)cc1)N1CCc2ccccc2C1 was read as APJ ag 1.6, CHOP UPR activ 2.4, APJ antag 8.0, tim10-1 inh 12.6, TIM10 inh 13.9, tim23-1 inh 0.4, CXCR6 block 1.4, UPR XBP1 act 0.2 and Mdm2 MdmX PPI 1.4.
`CC1=CCC(Cc2nc3ccccc3o2)C1(C)C` (stereo unspecified) gave APJ ag -1.9, CHOP UPR activ 5.7, APJ antag 4.4, tim10-1 inh 15.8, TIM10 inh 15.5, tim23-1 inh 19.2, CXCR6 block -1.8, UPR XBP1 act 2.7 and Mdm2 MdmX PPI 10.4.
CCCN1C(=O)c2[nH]nc(-c3cc(Cl)c(C)cc3O)c2C1c1ccc(O)c(OC)c1 (stereo unspecified) was read as APJ ag 0.8, CHOP UPR activ -1.7, APJ antag -12.4, tim10-1 inh 19.2, TIM10 inh -6.9, tim23-1 inh 26.8, CXCR6 block -8.3, UPR XBP1 act 2.6 and Mdm2 MdmX PPI 31.3.
COc1cc(/C=N/Nc2ccc(C(F)(F)F)cn2)ccc1O was read as APJ ag 2.3, CHOP UPR activ -0.2, APJ antag -17.5, tim10-1 inh 5.2, TIM10 inh 17.9, tim23-1 inh 21.9, CXCR6 block -13.3, UPR XBP1 act 4.2 and Mdm2 MdmX PPI -5.5.
For COC(=O)c1c(NC(=O)CSc2n[nH]c(N)n2)sc(C)c1C the results were APJ ag -2.6, CHOP UPR activ -1.2, APJ antag 1.4, tim10-1 inh 7.7, TIM10 inh -6.6, tim23-1 inh -14.7, CXCR6 block 3.9, UPR XBP1 act 2.9 and Mdm2 MdmX PPI 15.5.
Screening CSCCC(N=CC1=C(O)CC(C)(C)CC1=O)C(=O)O (stereo unspecified) returned APJ ag 1.3, CHOP UPR activ 0.1, APJ antag 6.2, tim10-1 inh 0.3, TIM10 inh -5.8, tim23-1 inh 6.5, CXCR6 block 4.6, UPR XBP1 act -1.7 and Mdm2 MdmX PPI 12.3.
CCc1nnc(SCC(=O)NC2CC2)n1CC was read as APJ ag 0.8, CHOP UPR activ -1.2, APJ antag 6.3, tim10-1 inh -11.4, TIM10 inh 0.0, tim23-1 inh 5.9, CXCR6 block -12.6, UPR XBP1 act -1.0 and Mdm2 MdmX PPI 5.8.
Screening O=C(O)C1CC(=O)N(CCc2ccccc2)C1 (stereo unspecified) returned APJ ag 2.4, CHOP UPR activ -1.4, APJ antag 12.1, tim10-1 inh -2.8, TIM10 inh -5.8, tim23-1 inh 13.4, CXCR6 block -2.7, UPR XBP1 act -3.1 and Mdm2 MdmX PPI 4.8.
For O=C(COC(=O)c1cccc(C(=O)OCC(=O)NC2CC2)n1)NC1CC1 the results were APJ ag -2.9, CHOP UPR activ 0.4, APJ antag 10.4, tim10-1 inh 8.4, TIM10 inh 6.9, tim23-1 inh 7.5, CXCR6 block 12.4, UPR XBP1 act -3.4 and Mdm2 MdmX PPI -22.0.
For COc1ccc(CC(=O)OCC(=O)Nc2cc(S(=O)(=O)N3CCOCC3)ccc2N2CCCC2)cc1 the results were APJ ag 0.0, CHOP UPR activ 0.5, APJ antag -2.0, tim10-1 inh 0.7, TIM10 inh 8.5, tim23-1 inh 23.0, CXCR6 block -1.8, UPR XBP1 act -4.2 and Mdm2 MdmX PPI 11.3.
For O=C(c1cn(-c2ccccc2)nc1-c1cccs1)N1CCOCC1 the results were APJ ag -5.6, CHOP UPR activ -0.8, APJ antag 20.2, tim10-1 inh 13.4, TIM10 inh 5.9, tim23-1 inh 10.7, CXCR6 block 3.9, UPR XBP1 act -0.3 and Mdm2 MdmX PPI 22.6.
`O=S(=O)(c1ccc(N2CCN(c3ccc(F)cc3)CC2)cc1)N1CCCC1` gave APJ ag -3.2, CHOP UPR activ 1.6, APJ antag -1.4, tim10-1 inh 6.4, TIM10 inh -0.9, tim23-1 inh -5.7, CXCR6 block 4.9, UPR XBP1 act -0.8 and Mdm2 MdmX PPI 15.6.
`C/C(CCN1CCc2nc(-c3ccccc3)c(-c3ccccc3)cc2C1)=N\O[C@@H](C)c1cc(-c2c(C)cc(C)cc2C)no1` gave APJ ag -5.9, CHOP UPR activ 1.9, APJ antag 16.0, tim10-1 inh -0.9, TIM10 inh 14.4, tim23-1 inh 13.4, CXCR6 block 8.2, UPR XBP1 act -0.6 and Mdm2 MdmX PPI 32.6.
`CCCNC(=O)NS(=O)(=O)c1ccc(Cl)cc1` gave APJ ag -3.8, CHOP UPR activ 0.2, APJ antag -8.5, tim10-1 inh 4.5, TIM10 inh 12.1, tim23-1 inh -5.6, CXCR6 block -1.6, UPR XBP1 act -8.1 and Mdm2 MdmX PPI 12.0.
Screening Cc1ccc(/C=N/NC(=O)c2cc(-c3cccnc3)nc3ccccc23)cc1 returned APJ ag -3.5, CHOP UPR activ 0.7, APJ antag -1.5, tim10-1 inh 24.1, TIM10 inh 22.4, tim23-1 inh 3.5, CXCR6 block 9.4, UPR XBP1 act 16.5 and Mdm2 MdmX PPI 53.9*.
Cc1ccc(NC(=O)CN(C)Cc2ccc(F)cc2)c([N+](=O)[O-])c1 was read as APJ ag -1.6, CHOP UPR activ 0.4, APJ antag -7.7, tim10-1 inh -2.6, TIM10 inh -9.2, tim23-1 inh 13.5, CXCR6 block 3.7, UPR XBP1 act -0.3 and Mdm2 MdmX PPI 12.4.
For CCNC(=S)N(CCc1c(C)[nH]c2ccc(C)cc12)Cc1cc(OC)c(OC)c(OC)c1 the results were APJ ag -4.6, CHOP UPR activ 1.5, APJ antag 1.0, tim10-1 inh 7.7, TIM10 inh 19.1, tim23-1 inh 9.5, CXCR6 block 5.7, UPR XBP1 act -2.2 and Mdm2 MdmX PPI 35.4.
`CCn1c(COc2ccccc2C)nnc1SCC(=O)OC` gave APJ ag 2.0, CHOP UPR activ -0.3, APJ antag 5.3, tim10-1 inh 11.8, TIM10 inh 2.7, tim23-1 inh 5.4, CXCR6 block 1.5, UPR XBP1 act -1.1 and Mdm2 MdmX PPI -9.2.
For Cn1nc(C(C)(C)C)cc1C(=O)Nc1nc2c(s1)C(=O)CC(C)(C)C2 the results were APJ ag -1.7, CHOP UPR activ -1.6, APJ antag -2.3, tim10-1 inh 21.8, TIM10 inh -0.9, tim23-1 inh 27.9, CXCR6 block 0.8, UPR XBP1 act 1.1 and Mdm2 MdmX PPI -3.9.
CCOC(=O)N1CCC(NC(=O)C2CCCN(c3nc4ccccc4o3)C2)CC1 (stereo unspecified) was read as APJ ag -6.1, CHOP UPR activ -1.4, APJ antag -14.1, tim10-1 inh 18.0, TIM10 inh 9.7, tim23-1 inh 5.6, CXCR6 block -3.8, UPR XBP1 act -1.4 and Mdm2 MdmX PPI 37.4.
`COc1ccc(NC(=O)CN2CCN(S(=O)(=O)N3CCCCCC3)CC2)cc1` gave APJ ag -2.9, CHOP UPR activ 1.3, APJ antag 1.0, tim10-1 inh 8.3, TIM10 inh 4.4, tim23-1 inh 15.4, CXCR6 block -6.7, UPR XBP1 act -1.3 and Mdm2 MdmX PPI -26.4.
For CCn1c(SCc2nc3ccccc3s2)nc2cc(S(=O)(=O)N3CCOCC3)ccc21 the results were APJ ag -0.1, CHOP UPR activ 6.4, APJ antag -17.8, tim10-1 inh 22.6, TIM10 inh 30.3, tim23-1 inh 26.4, CXCR6 block 1.5, UPR XBP1 act 2.3 and Mdm2 MdmX PPI 24.5.
Cc1ccc(-n2c(SCC(=O)N3Cc4ccccc4CC3C(=O)O)nnc2-c2cccnc2)c(C)c1 (stereo unspecified) was read as APJ ag -2.1, CHOP UPR activ 0.0, APJ antag 13.6, tim10-1 inh 11.7, TIM10 inh 10.6, tim23-1 inh 23.2, CXCR6 block -4.3, UPR XBP1 act -4.5 and Mdm2 MdmX PPI -36.7.
`COCC(C)n1c(C)cc(C(=O)COC(=O)c2ccc(N3CCCC3=O)cc2)c1C` (stereo unspecified) gave APJ ag -0.9, CHOP UPR activ 0.8, APJ antag 12.0, tim10-1 inh 29.5, TIM10 inh 11.2, tim23-1 inh 22.7, CXCR6 block -5.6, UPR XBP1 act -0.9 and Mdm2 MdmX PPI 10.4.

Compounds above with a COOH group:
Screening CSCCC(N=CC1=C(O)CC(C)(C)CC1=O)C(=O)O (stereo unspecified) returned APJ ag 1.3, CHOP UPR activ 0.1, APJ antag 6.2, tim10-1 inh 0.3, TIM10 inh -5.8, tim23-1 inh 6.5, CXCR6 block 4.6, UPR XBP1 act -1.7 and Mdm2 MdmX PPI 12.3.
Screening O=C(O)C1CC(=O)N(CCc2ccccc2)C1 (stereo unspecified) returned APJ ag 2.4, CHOP UPR activ -1.4, APJ antag 12.1, tim10-1 inh -2.8, TIM10 inh -5.8, tim23-1 inh 13.4, CXCR6 block -2.7, UPR XBP1 act -3.1 and Mdm2 MdmX PPI 4.8.
Cc1ccc(-n2c(SCC(=O)N3Cc4ccccc4CC3C(=O)O)nnc2-c2cccnc2)c(C)c1 (stereo unspecified) was read as APJ ag -2.1, CHOP UPR activ 0.0, APJ antag 13.6, tim10-1 inh 11.7, TIM10 inh 10.6, tim23-1 inh 23.2, CXCR6 block -4.3, UPR XBP1 act -4.5 and Mdm2 MdmX PPI -36.7.

Only part of the results is shown, so the mix of outcomes need not match the whole.
